MEX-5 binding = MEX-5 zinc finger RNA-binding disruptors – biochemical, C. elegans, fluorescence polarization, MLPCN library, primary screen | Zinc finger protein mex-5 (Caenorhabditis elegans), Q9XUB2 | MEX-5/FITC-TCR2 RNA binding; hits give low values | activity score (negative = inhibition of binding), % at 10 µM | hit rate 0.38% among 300,000;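 active = inhibition past about -25% in most replicates, and total fluorescence under double the plate's negative control median, limit read from the data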;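 note: 0% = DMSO and -100% = 5 µM competing unlabeled TCR2 RNA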
AGP1 TOR yeast = modulators of AGP1-GFP expression in yeast TOR pathway, primary screen, cell-based, multiplex flow cytometry, S. cerevisiae, MLPCN library; 3 h; GFP as percent of DMSO wells; GFP response vs DMSO, % at 10 µM; hit rate 0.02% among 320,000;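 active = GFP response relative to DMSO above a set limit, near screen average plus 3 SD, cut at about 150% in these data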;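 note: median GFP channel fluorescence of the gated AGP1 strain per well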
Fam108B counter = mouse Fam108B serine hydrolase inhibitors, primary screen, counter-screen for RBBP9 inhibitor project, biochemical, fluorescence polarization; recombinant Fam108B, FP-Rh probe fluorescence polarization; inhibition, % at 9.51 µM; hit rate 0.33% among 300,000; AID 1947, 2009;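 active = inhibition above the screen mean inhibition plus 3 SD, computed separately per campaign, cut at about 18% in these data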;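 note: inhibitors lower polarization as less probe binds the enzyme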
VLA-4 inh = inhibition in human VLA-4 binding assay, primary screen, VLA-4 allosteric modulator project, MLPCN library, flow cytometry, VLA-4 expressing cells. Integrin alpha-4 (Homo sapiens), P13612. ligand binding flow cytometry. inhibition, % (about 7 µM as worked out from the volumes in the protocol). hit rate 0.2% among 330,000. AID 2557, 2010; in the data active = inhibition above about 50%
GRK2 inh = compounds blocking aptamer binding on GRK2 – biochemical, human GRK2, bead flow cytometry, HTS, primary screen; Beta-adrenergic receptor kinase 1 (Homo sapiens), P25098; FAM-aptamer displacement from GRK2; inhibition of aptamer binding, % at 10 µM; hit rate 0.59% among 330,000; AID 488847, 2010;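 active = inhibition of aptamer binding above 40%, roughly 3 SD of noise, on plates passing a quality check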;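 note: median bead fluorescence of bound FAM aptamer so fluorescent compounds give negative values; no value below 0 was filed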
Target sequence (P25098 whole entry, looked up): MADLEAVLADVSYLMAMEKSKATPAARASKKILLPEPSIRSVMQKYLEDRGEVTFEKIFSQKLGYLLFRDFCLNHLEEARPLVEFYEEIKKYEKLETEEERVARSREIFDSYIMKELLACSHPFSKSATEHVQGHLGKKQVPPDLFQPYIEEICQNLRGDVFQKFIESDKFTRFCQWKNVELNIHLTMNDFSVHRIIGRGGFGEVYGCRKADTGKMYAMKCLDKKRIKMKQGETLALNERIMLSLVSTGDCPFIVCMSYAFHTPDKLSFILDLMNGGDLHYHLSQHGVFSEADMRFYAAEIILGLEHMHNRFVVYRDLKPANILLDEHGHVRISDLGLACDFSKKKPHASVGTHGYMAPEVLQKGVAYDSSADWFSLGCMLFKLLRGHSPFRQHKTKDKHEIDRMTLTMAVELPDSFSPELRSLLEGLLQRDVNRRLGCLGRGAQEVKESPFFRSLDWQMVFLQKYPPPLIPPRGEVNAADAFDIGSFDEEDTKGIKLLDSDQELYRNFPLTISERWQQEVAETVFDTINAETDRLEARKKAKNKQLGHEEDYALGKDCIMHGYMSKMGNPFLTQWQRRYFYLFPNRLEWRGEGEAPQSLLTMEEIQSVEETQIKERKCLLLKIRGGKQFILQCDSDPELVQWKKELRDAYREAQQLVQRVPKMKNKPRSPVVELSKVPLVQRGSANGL
GLD-1 TGE inh = GLD-1/TGE RNA complex disruptors, primary screen, biochemical, fluorescence polarization. purified GLD-1 + fluorescein TGE RNA. inhibition, % at 5.96 µM. hit rate 0.44% among 320,000. AID 2280, 2010;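 active = percent inhibition above a per-plate cutoff, the plate mean of test compounds plus 3 SD, cut at about 30% in these data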;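 note: 0% = DMSO wells with GLD-1 and probe and 100% = wells lacking GLD-1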
MCL1-BIM inh = inhibitors of MCL1 binding to BIM-BH3, primary screen, biochemical, fluorescence polarization | GST-MCL1 / FITC-Bim-BH3 fluorescence polarization | inhibition, % at 10.9 µM | Induced myeloid leukemia cell differentiation protein Mcl-1 (Homo sapiens), Q07820 | AID 2057, 2009 | hit rate 0.68% among 320,000;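 active = inhibition above the mean inhibition of all tested compounds plus 3 SD, set per campaign, cut at about 40% in these data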;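 note: 0% = DMSO wells and 100% = unlabeled Bim-BH3 peptide control; higher means more loss of mP so more displacement of Bim peptide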
BCLXL inh = inhibitors of human Bcl-xL, primary screen, biochemical, fluorescence polarization, HTS. Bcl-2-like protein 1 (Homo sapiens), Q07817. GST-Bcl-xL / FITC-Bim BH3 peptide fluorescence polarization. inhibition, % at 10.9 µM. hit rate 0.7% among 320,000. AID 2129, 2009;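 active = inhibition above the mean of all tested compounds plus 3 SD, cutoff set per campaign, cut at about 30% in these data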;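 note: 0% = DMSO wells and 100% = unlabeled Bim-BH3 peptide competitor; inhibitors lower millipolarization by displacing the labeled peptide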
Target sequence (Q07817 whole entry, looked up): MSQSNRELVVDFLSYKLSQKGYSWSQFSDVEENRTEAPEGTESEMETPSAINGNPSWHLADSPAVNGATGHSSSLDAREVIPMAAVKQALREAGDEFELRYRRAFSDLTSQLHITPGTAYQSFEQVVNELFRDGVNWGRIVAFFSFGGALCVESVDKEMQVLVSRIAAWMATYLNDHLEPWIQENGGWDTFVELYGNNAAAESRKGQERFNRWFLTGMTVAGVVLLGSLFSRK
CIT2-GFP yeast = modulators of CIT2-GFP expression in yeast, primary screen, S. cerevisiae, GFP fusion, multiplex flow cytometry, MLPCN library | S. cerevisiae CIT2-GFP strain, 3 h; 100 means same as DMSO wells | GFP response vs DMSO, % at 10 µM | hit rate 0.065% among 320,000;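 active = GFP response relative to DMSO above a set limit, near the screen mean plus 3 SD, cut at about 150% in these data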;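 note: ratio of well median GFP fluorescence to mean of DMSO wells on the plate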
The depositor's hits bear a star; . = not tested or not shown; [ ] = remark or other dose.

SMILES	GLD-1 TGE inh	CIT2-GFP yeast	MCL1-BIM inh	MEX-5 binding	AGP1 TOR yeast	GRK2 inh	BCLXL inh	Fam108B counter	VLA-4 inh
C[C@@H](C(=O)NCc1ccco1)N1C(=O)N2CCc3c([nH]c4ccccc34)[C@@]2(C)C1=O	-13	106	4	-0.1	101	0	5	3	10
CCOC(=O)c1c(C)c(C(=O)N2CCc3ccccc3C2)c(C)n1CC	-4	101	12	-0.2	109	0	6	5	6
C/C(=N\Nc1ccc(F)cc1F)c1ccccc1O	9	102	4	1.9	93	0	5	2	4
O=C(N/N=C/c1cc(Br)c(Br)s1)c1ccncc1	-2	98	9	-0.6	91	1	7	-2	-1
Cc1cc(NC(=O)CSc2nc(-c3cccs3)cc(C(F)(F)F)n2)no1	-5	96	-2	1.4	97	45*	3	-2	1
COc1ccc(CC(=O)Nc2ccc3c(c2)OCO3)cc1S(=O)(=O)N1CCOCC1	6	107	7	0.4	104	0	-1	-6	1
O=C(NCc1ccc(F)cc1)C(c1ccccc1)N(C(=O)c1csnn1)c1ccccc1 (centres undefined)	-10	99	0	1.1	99	2	2	-2	-14
CCOC(=O)c1c(NC(=O)C2COc3ccccc3O2)sc(C)c1C (centres undefined)	7	82	-1	-0.9	90	5	2	-4	15
Cc1ccc(C(=O)Nc2ccccc2C(=O)NCC2CCCO2)cc1 (centres undefined)	-12	92	-8	-0.5	90	0	-3	-6	4
CCOC(=O)C1C(=O)C=C(c2cccs2)CC1c1ccccc1C (centres undefined)	-1	92	0	1.9	97	0	-1	2	5
CC(=O)NS(=O)(=O)c1ccc(NC(=O)c2cc(-c3ccc(C)c(C)c3)nc3ccccc23)cc1	-3	104	10	1.1	98	0	6	-1	5
N#Cc1cc(C(=O)c2cc(Cl)ccc2O)cn(-c2ccccc2)c1=O	0	97	-10	0.9	101	11	-1	-2	0
CCCn1c(N)c(N(CCOC)C(=O)CSCC(=O)Nc2ccc(C)cc2)c(=O)[nH]c1=O	2	91	8	.	101	2	2	.	3
CCc1ccc(C(=O)C(C)OC(=O)Cn2[nH]c(=O)c3ccccc3c2=O)cc1 (centres undefined)	-2	85	-1	.	86	4	-6	.	-22
CC(=O)NCc1ccc(C(=O)CSc2nnc(-c3ccncc3)n2Cc2ccccc2)o1	17	100	23	-2.9	100	5	-1	3	-3
COc1ccc(C(=O)Cn2nnc(-c3ccccc3NC(=O)c3ccco3)n2)cc1	5	112	11	-3.1	105	0	3	-3	7
O=[N+]([O-])c1ccccc1/C=N/N1CCN(c2ccncc2S(=O)(=O)N2CCCCC2)CC1	3	.	3	4.4	.	0	5	1	-2
O=C(NNC(=O)c1ccccc1O)c1ccc(NS(=O)(=O)c2ccc(F)c(F)c2)cc1	6	100	10	1.2	106	0	4	3	25
CCCCn1c(N)c(N(CC)C(=O)c2cc(Br)ccc2Cl)c(=O)[nH]c1=O	4	102	7	-0.1	99	0	-2	3	-13
CS(=O)(=O)c1ccc(Cl)c(NC(=O)CSc2n[nH]c(N)n2)c1	6	109	0	2.2	102	0	4	1	-10
NCCCCCc1nnc(SCc2ccc(Cl)cc2Cl)o1	3	108	5	-1.5	107	0	5	-3	22
Cc1ccccc1-c1ccnc2[nH]n(-c3ccccc3)c(=O)c12	-1	109	3	0.9	103	0	6	0	21
CCOC(=O)C1CCCN(c2c(NCCc3cccc(C)c3)c(=O)c2=O)C1 (centres undefined)	-3	80	5	0.1	92	1	6	3	1
CCCCNC(=O)c1onc(CSc2cccc(OC)c2)c1C(=O)NCCCC	6	92	1	1.0	93	30	5	-3	-2
COC(=O)c1[nH]c2cc(OC)c(OC)cc2c1NC(=O)c1cccc(OC)c1	-3	100	5	1.0	99	2	4	4	23
O=C(c1cccnc1)N1CCN(C/C=C/c2ccccc2)CC1	6	95	7	0.5	90	2	4	-2	-9
O=C(COC(=O)/C=C/c1cccc(F)c1)NC(=O)NCc1ccccc1	6	95	.	.	102	2	.	.	9
COc1ccc(C(=O)Nc2ccc(S(=O)(=O)N3CCCC3)cc2)cc1[N+](=O)[O-]	-4	99	3	0.5	95	3	5	-1	7
O=C(NCCS(=O)(=O)c1ccc(Br)cc1)c1ccc(F)cc1	4	142[may fluoresce green]	12	-4.7	117[may fluoresce green]	2	3	1	-4
COc1ccc(Cc2nn3c(-c4cc(OC)c(OC)c(OC)c4)nnc3s2)cc1	9	109	0	-1.9	112	0	-3	-6	29

Carrying on.
SMILES	GLD-1 TGE inh	CIT2-GFP yeast	MCL1-BIM inh	MEX-5 binding	AGP1 TOR yeast	GRK2 inh	BCLXL inh	Fam108B counter	VLA-4 inh
O=C(Nc1ccc(N2CCCCCC2)cc1)c1ccc[nH]1	-9	91	3	.	98	2	5	.	9
CCOC(=O)C(NCCCO)c1ccccc1 (centres undefined)	-1	101	6	0.0	103	0	6	-1	-1
COc1ccc(-n2c(CN3CCC(C)CC3)nc3ccc([N+](=O)[O-])cc3c2=O)c(OC)c1	2	96	1	-1.4	93	1	4	-1	2
COC(=O)c1ccc2c(=O)n(CCN3CCOCC3)c(SCC(=O)Nc3ccccc3Cl)nc2c1	8	101	5	-0.5	105	1	9	3	0
CN(C)S(=O)(=O)N1CCN(CC(=O)Nc2ccc(F)cc2)CC1	-2	95	5	2.7	108	0	3	-2	7
Cc1ccc(-c2nnc(-c3ccccc3)c(N3CCOCC3)n2)cc1	1	.	4	0.7	96	0	2	1	36
CC(C)CCN(C(=S)Nc1cccc(F)c1)C(C)c1cccs1 (centres undefined)	4	99	5	4.2	107	0	2	-3	14
O=c1c2ccccc2nc2n1C(CSCc1cccc(C(F)(F)F)c1)CS2 (centres undefined)	6	104	14	-4.9	94	1	7	6	-23
COc1cccc(CN(Cc2ccco2)C(c2ccc(F)cc2)c2nnnn2C(C)(C)C)c1 (centres undefined)	6	97	4	-4.2	94	0	3	-3	1
COc1ccc(CO/N=C/c2c(C)[nH]c(=O)[nH]c2=O)cc1	3	95	0	0.1	100	1	-6	-2	-5
Cc1ccc(S(=O)(=O)NCCC(=O)N2CCCCCCC2)cc1	-5	113	3	-0.7	112	3	5	1	2
CCOC(=O)C1CCCN(Cc2c(F)cccc2Cl)C1 (centres undefined)	5	101	6	-3.4	101	4	8	-4	5
CC(=O)c1ccc(OCc2ccc(C(=O)c3ccccc3)cc2)cc1	7	94	7	-0.9	99	2	2	4	11
COC1CCN(C(=O)c2ccc(OC3CCN(CCc4ccccc4)CC3)cc2)CC1	2	108	-2	-6.6	114	0	1	-2	-10
COC(=O)CCC(=O)N1CCCC(C(=O)c2cc(F)ccc2F)C1 (centres undefined)	5	111	1	2.0	103	1	-2	5	9
CCOc1ccccc1N(CC(=O)N/N=C/c1cc(Br)ccc1OC)S(C)(=O)=O	3	106	14	.	106	0	7	1	5
COc1ccc(-c2ccc(=O)n(Cc3ccc([N+](=O)[O-])cc3)n2)cc1	-6	83	-1	1.3	92	0	-4	0	3
CCOC(=O)C(CC)n1nc(C)n2c(cc3sccc32)c1=O (centres undefined)	-2	119	10	1.9	112	2	5	-3	-2
O=C(Cn1nnc(-c2ccc(Cl)cc2)n1)NCC1CCCCC1	8	95	-4	1.1	101	2	4	4	7
COc1ccc(NC(=O)N[C@@H](Cc2ccccc2)C(=O)NN)cc1	1	97	5	1.2	91	1	2	-3	-10
COc1ccc(-c2nc(N)n(C(C)=O)n2)cc1	-3	86	3	1.2	.	3	0	8	12
Cc1ccc(N2C(=O)[C@@H]3Cc4ccccc4CN3C2=O)cc1	-1	85	0	-0.1	90	2	5	0	7
CC12CN3CC(C)(CN(C1)C3c1ccc(F)cc1)C2 (centres undefined)	9	95	-3	-1.0	104	0	3	4	-12
Oc1cc(Nc2cccnc2)cc2cccnc12	4	87	.	.	96	0	.	.	10
CCOc1ccccc1N1CCN(CC(=O)N(C2CCCC2)C2CCS(=O)(=O)C2)CC1 (centres undefined)	0	96	-2	.	97	0	2	.	3
COc1ccc(-c2csc(NC(=O)CN3C(=O)NC4(CCCC4)C3=O)n2)c(OC)c1	-5	96	-11	-0.6	103	0	-9	-2	8
CCOC(=O)C1=NNC2(c3ccc(C)cc3)C(=O)N(c3ccccc3)C(=O)C12 (centres undefined)	-3	115	-4	1.4	127	0	6	4	-15
COc1ccc(-n2c(SCC(=O)NCC3CCCO3)nc3c([nH]c4ccccc43)c2=O)cc1 (centres undefined)	2	95	-1	-0.4	90	0	1	0	0
Cc1ccc(C)c(-c2ccc(=O)n(Cc3cccc(Br)c3)n2)c1	8	102	-3	1.0	94	3	7	-3	-11
O=C(CCN1C(=O)S/C(=C\c2ccccc2)C1=O)NCCCn1ccnc1	0	99	14	1.1	100	9	4	0	12

The results go on:
SMILES	GLD-1 TGE inh	CIT2-GFP yeast	MCL1-BIM inh	MEX-5 binding	AGP1 TOR yeast	GRK2 inh	BCLXL inh	Fam108B counter	VLA-4 inh
CCn1c(SCC(=O)N2CCCCC2C)nnc1-c1ccc(S(=O)(=O)N2CCN(C)CC2)cc1 (centres undefined)	-4	103	-2	1.3	103	0	2	1	2
COc1cccc(NC(=O)Nc2ccc(Br)cn2)c1	-1	109	3	1.3	97	0	6	-4	3
CC(=O)NC(CCS(C)(=O)=O)C(=O)Nc1cccc(C)c1 (centres undefined)	0	101	2	-0.5	105	1	0	0	16
Cc1nc(NC(=O)/C=C/c2ccccc2)sc1C(=O)NCCO	2	97	-2	-2.7	104	0	1	-5	3
COc1cc(C2=Nc3c(c(C)nn3-c3ccccc3)P(=O)(N3CCOCC3)O2)cc(OC)c1OC (centres undefined)	8	100	6	-1.1	101	0	8	1	7
CCNc1ccc(C(=O)OC(C(=O)NC(N)=O)C(C)C)cc1[N+](=O)[O-] (centres undefined)	-1	108	-3	-0.9	106	0	2	1	19
COc1ccc(S(=O)(=O)N(C)CC(=O)NCCCN2CCOCC2)cc1Cl	5	102	3	-1.6	93	1	-1	3	5
COc1ccc(OC)c(C2SCCN2S(C)(=O)=O)c1 (centres undefined)	-4	104	0	1.9	102	2	4	1	2
COc1ccccc1CNC(=O)C1CCC(=O)N1C(C)C (centres undefined)	0	96	-1	0.0	89	0	3	0	7
CCCOc1cccc(C(=O)Nc2nnn(CCC)n2)c1	2	97	0	1.5	101	1	0	1	-8
COc1cc(SC)ccc1C(=O)OCC(=O)NCCC1=CCCCC1	-1	86	-3	0.3	104	0	0	1	8
CCOc1c2ccc(C(=O)NCCCCc3ccccc3)cc2nn1CC	1	86	2	-0.8	87	0	-2	-3	5
CC1CCN(S(=O)(=O)c2nnc(NC(=O)c3cccc([N+](=O)[O-])c3)s2)CC1	0	101	0	-0.4	104	0	6	6	11
